Source: PubChem (The Scripps Research Institute Molecular Screening Center)
HGIII-sPLA2 inh – Blocks human group III sPLA2 activity. inhibition, % at 12.2 µM. actives 0.56% (n = 370,000). QFRET BODIPY PC-A2 liposome hydrolysis, fluorescence. AID 743126;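 active means inhibition above mean plus 3 SD of compounds lying within the high and low control bounds, cut at about 19% in these data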;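 further: 0% = median of test compound wells and 100% = no enzyme DMSO wells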
Target sequence (Q9NZ20 whole entry, looked up): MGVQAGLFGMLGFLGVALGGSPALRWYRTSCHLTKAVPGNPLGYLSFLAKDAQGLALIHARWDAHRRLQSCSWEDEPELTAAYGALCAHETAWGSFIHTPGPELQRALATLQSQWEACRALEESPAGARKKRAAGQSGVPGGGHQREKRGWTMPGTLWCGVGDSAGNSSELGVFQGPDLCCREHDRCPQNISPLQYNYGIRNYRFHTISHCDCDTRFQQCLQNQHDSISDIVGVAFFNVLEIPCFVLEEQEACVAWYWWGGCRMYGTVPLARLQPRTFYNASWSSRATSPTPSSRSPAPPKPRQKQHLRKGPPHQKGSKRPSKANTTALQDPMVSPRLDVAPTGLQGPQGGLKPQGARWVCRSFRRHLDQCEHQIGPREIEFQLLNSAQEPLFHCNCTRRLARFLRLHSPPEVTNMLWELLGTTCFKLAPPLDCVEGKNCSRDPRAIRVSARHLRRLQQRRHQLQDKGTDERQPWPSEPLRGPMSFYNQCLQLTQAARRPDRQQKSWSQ
ssDAF12 agonist – S. stercoralis DAF-12 activation, primary screen. HEK293 ssDAF-12/GRIP1 lit1-tk-luc reporter, luminescence; % of 3 µM dafachronic acid response. activation, % at 6.8 µM. actives 1% (n = 370,000). AID 652126;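 active means activation above the mean over all tested compounds plus 3 SD, cut at about 0.9% in these data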;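 further: 0% = DMSO-only wells and 100% = 3 µM delta7-dafachronic acid wells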
PLCb3 inh – inhibitors of human phospholipase C beta3. actives 0.18% (n = 370,000). AID 720704. inhibition, % at 12.2 µM. Purified PLC-beta3, fluorogenic substrate, fluorescence; in the data active means inhibition above about 11%;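 further: 0% = median of compound wells on plate and 100% = full blocker control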
hcDAF-12 act – H. contortus DAF-12 activation, primary screen; HEK293 hcDAF-12 lit1-tk-luc reporter, luminescence; 0% DMSO, 100% Δ7-dafachronic acid; actives 1.4% (n = 370,000); AID 652067; activation, % at 6.8 µM;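 active means activation above the mean of all tested compounds plus 3 SD, cut at about 5.5% in these data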;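 further: 100% = response to 3 µM Δ7-dafachronic acid high control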
DAX1 inh-1 – inhibitors of human orphan nuclear receptor DAX1 (NR0B1); P51843; inhibition, % at 6.75 µM; AID 504766; HEK293 Gal4-DAX1 luciferase reporter, luminescence; actives 0.99% (n = 340,000);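 active means inhibition above the mean over all tested compounds plus 3 SD, cut at about 4.2% in these data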;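 further: 0% = DAX1-transfected cells with DMSO and 100% = empty-vector control cells with DMSO; inhibition shows as a rise in luminescence from relieved DAX1 repression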
FXN GAA850 act – activators of GAA850 frataxin (FXN) promoter | HEK293 lucGAA850 FXN promoter luciferase reporter, 24 h; percent of 10 µM SAHA response | activation, % at 6 µM | actives 0.56% (n = 360,000) | AID 540364;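 active means activation above the average of all compounds screened plus 3 SD, cutoff fixed separately per campaign, cut at about 7.5% in these data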;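 further: 0% = DMSO wells and 100% = 10 µM SAHA wells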
PLC-gamma1 inh – blocks human PLC-gamma1 enzyme activity | AID 720700 | purified PLC-gamma1, fluorogenic substrate, fluorescence | P19174 | actives 0.84% (n = 370,000) | inhibition, % at 12.2 µM; in the data active means inhibition above about 9.5%
hgDAF-12 ag – hgDAF-12 agonism, primary luciferase screen; HEK293 GAL4-hgDAF12 UAS-luciferase reporter, agonist luminescence; normalized to butyrate control; activation, % at 6.8 µM; actives 1.8% (n = 370,000); AID 687014;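 active means activation above a cutoff set at the mean of all screened compounds plus 3 SD, cut at about 10% in these data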;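 further: 0% = DMSO wells and 100% = sodium butyrate wells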
DAX1 inh-2 – blocks DAX1 repression of SF-1 activated StAR promoter | HEK293T StAR-luciferase reporter, SF-1/DAX-1 repression relief | inhibition, % at 6.8 µM | actives 1.1% (n = 370,000) | AID 652010;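 active means inhibition above the mean over all tested compounds plus 3 SD, cut at about 3.6% in these data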;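 further: 0% = DAX-1 cells with DMSO and 100% = cells lacking DAX-1 with DMSO; higher inhibition means more luminescence from relief of DAX-1 repression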
ADAM10 inh – ADAM10 inhibition, QFRET primary screen; actives 0.62% (n = 370,000); recombinant ADAM10, EDANS/DABCYL FRET peptide cleavage, 3 h; inhibition, % at 7 µM; AID 720582; O14672;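 active means inhibition above a per-campaign cutoff equal to the mean of compounds falling between control-based bounds plus 3 SD, cut at about 20% in these data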;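 further: 0% = DMSO wells while the 100% control is not disclosed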
Target sequence (O14672 214-748 limits assumed): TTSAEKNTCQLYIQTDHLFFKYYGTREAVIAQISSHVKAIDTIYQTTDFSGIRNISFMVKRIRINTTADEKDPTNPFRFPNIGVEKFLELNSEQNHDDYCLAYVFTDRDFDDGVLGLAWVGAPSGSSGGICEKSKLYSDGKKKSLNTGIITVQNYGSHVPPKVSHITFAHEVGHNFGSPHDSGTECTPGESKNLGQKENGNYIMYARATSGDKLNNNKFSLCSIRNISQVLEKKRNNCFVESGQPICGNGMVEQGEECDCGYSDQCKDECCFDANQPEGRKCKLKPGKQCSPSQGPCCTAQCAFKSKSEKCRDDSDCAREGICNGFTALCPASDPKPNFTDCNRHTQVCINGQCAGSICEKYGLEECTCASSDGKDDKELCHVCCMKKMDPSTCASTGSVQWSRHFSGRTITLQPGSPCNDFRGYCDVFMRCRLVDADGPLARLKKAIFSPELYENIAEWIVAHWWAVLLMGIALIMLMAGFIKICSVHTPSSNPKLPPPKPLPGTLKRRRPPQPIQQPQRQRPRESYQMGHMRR
ADAM17 inh – inhibits human ADAM17; P78536; recombinant ADAM17, EDANS/DABCYL FRET peptide cleavage; inhibition, % at 6.95 µM; actives 0.83% (n = 370,000); AID 720648;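 active means inhibition above the mean of compounds lying between control limits plus 3 SD, set per campaign, cut at about 8.5% in these data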;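 further: 0% = DMSO-only wells as the low control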
Active calls of the source: *; i = inactive; . = not tested or not shown.

SMILES	HGIII-sPLA2 inh	ssDAF12 agonist	PLCb3 inh	hcDAF-12 act	DAX1 inh-1	FXN GAA850 act	PLC-gamma1 inh	hgDAF-12 ag	DAX1 inh-2	ADAM10 inh	ADAM17 inh
COc1ccccc1C=NC(CO)C(O)c1ccc([N+](=O)[O-])cc1 (stereo not given)	8.3	-1.2	3.2	-1.1	0.3	-2.0	-0.2	0.1	0.3	2.4	-1.4
COc1ccc(N(CCC(=O)O)S(=O)(=O)c2ccc(C)c(C)c2)cc1	-4.4	-1.1	-3.0	0.1	2.0	0.5	-1.7	1.2	-0.4	-3.3	-2.9
CCCS(=O)(=O)N1CCN(S(=O)(=O)c2ccc(F)cc2)CC1	-4.5	-0.3	-1.3	-1.6	1.4	2.9	-1.8	-0.7	0.2	-0.7	-1.6
COc1cc(SC)ccc1C(=O)N1CCN(Cc2ccc3c(c2)OCO3)CC1	10.3	-2.6	-3.0	-4.0	-0.1	-1.7	-1.1	-3.6	-0.9	-11.9	-1.7
CCCCCCc1nc2ccccc2c(=O)n1N	-1.5	-1.5	1.9	-0.6	-0.5	1.9	1.6	-1.4	-0.2	10.6	-0.1
CCCNC(=O)Nc1ccc2c(c1)OC[C@H](C)N(C(=O)C1CCCCC1)C[C@@H](C)[C@H](OC)CN(C)C2=O	2.0	-0.3	1.2	-0.6	.	.	-2.7	0.1	0.2	-3.3	-3.2
CC(C)Cn1c(SCC(=O)Nc2ccc(Cl)cc2F)nc(O)cc1=O	-2.5	-0.7	-1.4	-1.5	0.6	-1.8	3.5	-0.6	0.2	-10.3	-2.9
Cc1ccc(-c2nnc(-c3ccccc3)c(-c3ccccc3)n2)cc1	8.0	-0.6	-1.1	2.0	0.3	3.1	0.6	0.4	-0.1	-3.1	-2.5
C=C(C)c1cccc(C(C)(C)NC(=O)Nc2ccc3[nH]c(=O)[nH]c3c2)c1	0.1	-1.1	2.3	-2.9	-1.0	-0.8	0.9	-2.3	-0.5	3.2	0.8
N#C/C(=C\c1ccc(OC(=O)c2cccs2)cc1)c1nc2ccccc2[nH]1	-6.2	-0.5	-87.0	1.2	1.9	-3.4	-77.9	4.8	0.2	-48.5	-14.2
CC(C)(C)C1CCc2c(sc(NC(=O)c3cccs3)c2C(=O)N2CCCCC2)C1 (stereo not given)	-0.5	-1.6	-1.2	-3.0	0.6	-0.7	-0.8	-2.5	-1.1	2.3	-2.0
O=C(Nc1nc2ncccn2c1-c1ccccc1)c1ccc(F)cc1	8.0	-1.5	-224.7	-1.1	.	.	-172.7	-1.5	-1.0	-185.5	-52.6
N=C1S/C(=C\c2cccc3ccccc23)C(=O)N1c1ccc(F)cc1	-15.9	-1.5	-0.9	3.1	-0.7	-2.7	-0.7	0.7	0.1	-3.1	-2.7
CSc1ccc(NC(=O)Nc2ccccc2C(N)=O)cc1	-1.0	-0.6	-28.2	0.2	-0.5	1.6	-15.7	4.7	-0.1	-40.6	-18.0
COc1ccc(C(=O)Nc2cc(Cl)ccc2N2CCOCC2)cc1S(=O)(=O)N1CCOCC1	4.3	-0.8	-11.2	0.3	-2.0	-0.8	-1.6	-1.4	0.2	-4.0	-6.0
CCCCCC(=O)Nc1cccc(C2=NOC3(C2)C[C@@H](C(N)=O)N(C(=O)C2(C)CC2)C3)c1 (stereo not given in full)	7.8	-1.8	1.2	-0.3	1.4	0.8	-0.1	-0.9	0.2	-6.2	-4.9
Cc1ccc2c(c1)-c1c(cnn1CC(=O)NCCc1ccccc1F)CO2	-0.3	-1.7	1.7	0.2	.	.	0.2	-1.2	0.3	-3.6	-2.6
CCn1c(SCC(=O)Nc2cc(OC)c(OC)c(OC)c2)nnc1-c1cccs1	-3.1	-1.6	0.4	-1.3	-1.5	1.0	-3.2	-0.5	-0.5	-2.5	-2.2
COc1ccc2c(Cl)c(C(=O)N/N=C3\CCCC(=O)C3)sc2c1	-66.6	-0.2	-297.9	0.7	1.2	1.8	-206.7	6.4	0.2	-28.7	-13.8
CC(C)(C)NC(=O)C(c1ccc(-c2ccccc2)cc1)n1c(=O)c(-c2cc3ccccc3[nH]2)nc2ccccc21 (stereo not given)	2.4	1.4*	i	4.6	.	.	-446.8	5.2	4.9*	-310.8	-54.0
Cc1cc(=O)[nH]c(SCC(=O)N2CCc3ccccc3C2)n1	6.0	-0.5	2.0	-0.1	-0.1	-0.7	0.2	0.9	0.0	0.7	-4.7
Cc1cc(C(=O)OCC(=O)Nc2ccccc2C#N)c(C)o1	4.2	-1.3	1.4	-1.2	2.5	0.0	2.9	-0.3	-0.3	-3.6	-5.1
CC(C)(C)c1ccc(OCCC(=O)OCC(=O)Nc2cccnc2Cl)cc1	-5.2	-0.1	-4.8	0.7	0.3	-1.3	-1.0	-0.1	1.3	5.5	2.4
CCOc1ccc(S(=O)(=O)N2CCN(C(=O)CN3C(=O)NC4(CCCC4)C3=O)CC2)cc1	-1.9	-0.8	1.0	-1.1	-0.2	-0.3	1.7	-1.3	-1.3	1.7	-2.1
O=C(NCc1cccs1)c1ccc2c(c1)OCCO2	-1.2	-0.8	1.7	0.6	0.9	1.6	5.8	4.1	0.5	2.6	4.9
C=CCNC(=O)C1CC2Cn3c(nc4ccccc43)C2N1C (stereo not given)	9.7	-0.7	3.1	-0.5	0.8	0.2	0.2	0.8	0.1	-5.2	-2.7
COCCNC(=O)CN(Cc1ccc2c(c1)OCO2)C(=O)CCC(=O)Nc1nccs1	0.5	-1.7	1.6	-0.3	1.5	0.6	-0.1	1.4	0.1	-3.0	-5.0
COc1ccc(C(O)c2nc(-c3ccccc3C)cs2)cc1 (stereo not given)	3.3	-1.5	2.1	-0.6	.	0.5	0.3	-1.6	-0.1	12.1	4.5
COc1ccc(C=O)c(-c2c(-c3ccccc3OC)sc3ccccc23)c1	4.9	-0.6	-0.6	-0.6	.	.	3.5	0.8	-0.2	7.8	2.2
Cc1cc(=O)[nH]c(NN=C2CCCCC2C)n1 (stereo not given)	16.9	-0.6	-51.7	-0.7	.	3.1	-40.6	-3.4	-0.3	-25.7	-2.4
O=c1c2ccccc2nnn1-c1ccc(Br)cc1	12.1	-0.9	-7.2	-0.4	0.0	2.9	-0.8	4.8	0.7	3.7	-3.8
Cc1ccc2nc(Cl)c(CNCc3ccccc3)cc2c1	1.7	-1.6	-2.0	-1.4	1.3	0.9	-0.6	5.3	-0.3	-0.9	2.1
CCOC(=O)Cn1c(=O)c(-c2ccccc2N)nc2ccccc21	8.8	0.6	-7.8	2.9	-0.1	2.6	-4.2	0.4	2.2	-8.1	-2.3
O=C(OCCN1CCN(C2CN(Cc3cn(Cc4ccccc4Cl)nn3)S(=O)(=O)C2)CC1)c1cccs1 (stereo not given)	2.4	-1.3	0.6	-1.6	.	.	-0.5	1.1	-0.6	0.5	-3.3
O=C(COC(=O)c1ccc(Br)o1)NCc1ccc(Cl)cc1	-4.3	-1.0	0.5	1.0	2.4	-0.5	-0.6	0.2	0.2	-5.0	-1.9
N#Cc1cnn(-c2nc(SCc3ccccc3)nc3sc4c(c23)CCCC4)c1N	6.3	-1.6	1.8	1.1	0.8	2.0	-0.3	1.3	0.1	-5.9	-4.5
CC(=O)N1CCN(CCS(=O)(=O)c2cc(Cl)ccc2Cl)CC1	0.5	0.1	0.6	1.5	1.9	2.7	-2.5	-0.4	-1.3	-8.7	-2.9
CC(C)Cn1c([N+](=O)[O-])nc2c1c(=O)[nH]c(=O)n2C	-1.7	-0.8	-5.4	-0.9	-1.5	-6.0	-0.6	-1.5	-1.6	-1.9	-2.7
COc1ccc(S[C@]2(C(=O)N(C)C)CC(=O)N[C@@H]2c2ccc(OC)cc2)cc1	0.0	-0.7	-1.2	-1.1	.	.	-3.8	0.5	-0.2	-1.8	0.0
Nc1ccc2cn[nH]c2c1	1.2	0.2	-8.5	4.2	-1.0	3.6	-10.9	-0.8	0.0	-17.1	-5.8
CC(Oc1ccc(Cl)cc1Cl)C(=O)OCC(=O)c1c(N)n(C)c(=O)n(C)c1=O (stereo not given)	-8.3	-0.4	-7.2	0.0	-0.3	-1.0	-2.2	-1.9	0.4	10.3	3.3
COc1ccc(-c2cc(-c3ccccc3)c(C#N)c(SCC(=O)O)n2)cc1	-6.5	-1.0	-18.9	-1.2	0.6	-1.4	-10.5	-2.0	0.1	-146.5	-45.7
COc1ccc(Cc2nnc(N/N=C/c3ccc(O)cc3)[nH]c2=O)cc1OC	-0.8	-2.8	5.9	-5.1	-4.5	-9.4	6.2	-13.2	-4.5	9.1	9.3*
COC(=O)C1CCN(c2nc3ccccc3nc2C(C#N)C(=O)OCC(C)C)CC1 (stereo not given)	4.0	-1.3	-10.1	0.0	-1.3	0.3	-7.1	1.7	-0.6	-12.7	-3.3
Fc1ccccc1COc1ccc(Br)cc1CNCc1cccnc1	-11.0	-0.9	-0.8	-2.1	-0.8	-4.0	2.8	-0.6	-0.5	2.1	-0.5
CCOc1ccc(CCN2CN(CC)CNC2=S)cc1OCC	8.8	-0.5	0.0	-2.0	4.9*	3.3	1.1	-1.1	0.2	0.9	1.9
CC1CC(C)CN(CCCNC(=O)c2ccc3c(c2)ncn3C2CCCC2)C1 (stereo not given)	-1.4	-1.2	-5.1	-0.5	0.7	0.0	7.7	2.7	0.3	7.5	-1.5
CN(C)S(=O)(=O)c1ccc(C(=O)NC(=O)CSc2nncs2)cc1	8.2	-1.9	-3.7	-0.2	0.9	0.8	7.2	-0.3	1.5	-21.2	3.6
COc1cccc(-c2cc(N3C(=O)Nc4ccccc4N3O)n[nH]2)c1	-1.7	0.1	-1.6	-0.4	4.8*	-4.5	2.9	-0.6	-0.6	3.0	2.7
COc1ccc(CNC(=O)C(c2ccncc2)N(C(=O)Cc2cccs2)c2ccc(C)cc2)cc1 (stereo not given)	-17.7	-0.5	3.3	3.6	-0.2	0.0	0.5	-1.1	-0.1	3.0	-0.4

(continued)
SMILES	HGIII-sPLA2 inh	ssDAF12 agonist	PLCb3 inh	hcDAF-12 act	DAX1 inh-1	FXN GAA850 act	PLC-gamma1 inh	hgDAF-12 ag	DAX1 inh-2	ADAM10 inh	ADAM17 inh
Cc1ccc(-n2c(C)c3c(C)nnc(C)c3c2C)cc1C	-3.9	-1.2	-123.9	0.0	0.5	-0.2	-84.7	1.7	-1.2	-85.5	-34.3
CC(C)c1ccc(C(C)NCCS(=O)(=O)c2ccc(Br)cc2)cc1 (stereo not given)	-10.6	-0.3	-2.9	-1.3	0.1	1.4	2.9	-4.2	1.4	6.0	0.1
CC(OC(=O)c1ccccc1NCCO)C(=O)NCC(=O)Nc1ccc(F)c(F)c1F (stereo not given)	-5.7	-0.6	i	0.6	1.3	0.3	-471.5	1.2	-1.2	i	i
Cc1ccc(OCC(=O)NCc2cccs2)c([N+](=O)[O-])n1	-2.0	-1.3	3.4	-0.6	-0.2	4.4	0.0	0.4	-0.4	1.5	1.0
